Assay outcomes deposited in PubChem by several laboratories.
3CLpro inhibitor – SARS-CoV 3CLpro protease inhibitors, primary screen, biochemical, quenched FRET; Replicase polyprotein 1ab (Severe acute respiratory syndrome coronavirus), P0C6X7; recombinant SARS-CoV 3CLpro, quenched FRET peptide cleavage; inhibition, % at 6 µM; actives 0.14% (n = 290,000); in the data active = inhibition above about 12%
BoNT A protease – BoNT/A light chain protease inhibitors, primary screen, biochemical, flow cytometry, MLPCN library; Botulinum neurotoxin type A light chain protease (Clostridium botulinum A str. ATCC 3502); multiplex microsphere protease substrate cleavage; inhibition, % at 10 µM; actives 0.17% (n = 360,000); also: plate controls were buffer without enzyme for full effect and enzyme alone for no effect
VHR inh abs – VHR1 phosphatase inhibitors, primary screen, biochemical, absorbance, uHTS | recombinant VHR phosphatase, pNPP absorbance | actives 0.52% (n = 290,000) | AID 1654, 2009 | inhibition, % at 13.3 µM; in the data active = inhibition above about 50%; also: some compounds called inactive have numbers as strong as hits
Target sequence (P51452 whole entry, looked up): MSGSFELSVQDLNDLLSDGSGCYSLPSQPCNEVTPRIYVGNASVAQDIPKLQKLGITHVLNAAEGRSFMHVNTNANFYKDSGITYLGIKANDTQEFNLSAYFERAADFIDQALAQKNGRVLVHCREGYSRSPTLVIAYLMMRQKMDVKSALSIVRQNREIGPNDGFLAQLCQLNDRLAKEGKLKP
PrPC surface inh – inhibitors of human cell surface prion protein PrPC, primary screen, cell-based, TR-FRET; Major prion protein (Homo sapiens), P04156; TR-FRET read-out; inhibition, % at 13.8 µM; actives 0.43% (n = 370,000); AID 720596, 2013; in the data active = inhibition above about 24%; also: 0% = median of the test wells and 100% = reference compound wells
Anthrax LF inh2 – Bacillus anthracis LF protease inhibitors, primary screen, biochemical, multiplex microsphere, MLPCN library; Lethal factor (Bacillus anthracis), P15917; actives 0.12% (n = 360,000); multiplex microsphere protease cleavage assay; inhibition, % at 10 µM; also: plate controls were buffer without enzyme for full effect and enzyme alone for no effect
Target sequence (P15917 whole entry, looked up): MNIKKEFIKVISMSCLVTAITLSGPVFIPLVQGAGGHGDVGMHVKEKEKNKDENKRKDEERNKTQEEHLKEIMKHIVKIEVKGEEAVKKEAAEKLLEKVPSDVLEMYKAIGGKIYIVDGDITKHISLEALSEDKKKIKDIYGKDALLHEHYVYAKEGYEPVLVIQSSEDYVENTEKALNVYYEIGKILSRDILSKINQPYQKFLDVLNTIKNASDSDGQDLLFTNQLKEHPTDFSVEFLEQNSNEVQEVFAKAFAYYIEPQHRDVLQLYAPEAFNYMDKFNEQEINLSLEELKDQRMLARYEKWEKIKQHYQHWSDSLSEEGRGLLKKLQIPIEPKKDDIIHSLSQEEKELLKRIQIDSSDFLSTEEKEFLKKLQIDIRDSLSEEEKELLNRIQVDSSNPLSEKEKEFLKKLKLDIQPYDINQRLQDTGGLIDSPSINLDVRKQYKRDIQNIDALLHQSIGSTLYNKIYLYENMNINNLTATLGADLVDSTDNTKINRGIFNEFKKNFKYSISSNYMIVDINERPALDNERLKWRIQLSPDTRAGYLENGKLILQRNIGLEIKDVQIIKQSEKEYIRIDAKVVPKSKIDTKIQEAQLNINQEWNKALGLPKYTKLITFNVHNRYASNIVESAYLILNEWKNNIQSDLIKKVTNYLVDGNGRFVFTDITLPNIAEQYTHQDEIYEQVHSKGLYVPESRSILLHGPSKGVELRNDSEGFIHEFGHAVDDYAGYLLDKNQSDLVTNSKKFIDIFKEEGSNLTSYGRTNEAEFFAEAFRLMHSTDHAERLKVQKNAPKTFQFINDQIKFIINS
PriA SSB inh – inhibitors of Klebsiella pneumoniae PriA binding to SSB C-terminal tail, primary screen, biochemical, AlphaScreen; actives 0.6% (n = 430,000); AlphaScreen SSBct-PriA binding, biotinylated peptide; PriA–SSB C-terminal tail interaction (Klebsiella pneumoniae); inhibition, % at 33 µM; in the data active = inhibition mostly above about 37%, no sharp cut-off; inactive = mostly below about 20%;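 also: plate controls were negative control peptide for no effect and reference peptide for full effect; strong numbers were not always called active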
Rv3671c inh – Rv3671c serine protease inhibitors, primary screen, biochemical, fluorescence polarization, M. tuberculosis H37Rv | P9WHR9 | inhibition, % at 5.96 µM | actives 0.048% (n = 320,000) | AID 2606, 2010; in the data active = inhibition above about 38%;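 also: extracellular domain of Rv3671c used as enzyme; 0% = enzyme with DMSO and 100% = no enzyme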
BoNT F protease – BoNT/F light chain protease inhibitors, primary screen, biochemical, flow cytometry, MLPCN library; Botulinum neurotoxin type F light chain protease (Clostridium botulinum); Multiplex microsphere protease cleavage assay; inhibition, % at 10 µM; actives 0.22% (n = 360,000); in the data active = inhibition above about 35%, passing the limit was not always enough; inconclusive = no clear call, values can overlap the other calls; also: plate controls were buffer without enzyme for full effect and enzyme alone for no effect
CCHF vOTU inh – CCHFV vOTU protease inhibitors, primary screen, biochemical, Pep-AMC substrate, fluorescence; inhibition, % at 11.5 µM; actives 0.55% (n = 370,000); AID 651958, 2012; in the data active = inhibition above about 30%; also: 0% = vehicle wells with enzyme and 100% = no enzyme wells
MazF activator – activators of E. coli MazEF toxin-antitoxin RNase, primary screen, biochemical, fluorescence, uHTS; AID 504720, 2011; activation, % at 20 µM; actives 0.32% (n = 350,000); Endoribonuclease toxin MazF (Escherichia coli (strain K12)), P0AE70; FAM/BHQ RNA-DNA oligo cleavage fluorescence, 5 h; in the data active = activation above about 50%
* marks the source's active call; other numbers are inactive results; ? = inconclusive; / = not tested or not shown; & = joins results of further samples. Rule as the data show it, unless noted: active = inhibition above about 30%; inconclusive = no clear call, values can overlap the other calls; inactive = below that.

SMILES	3CLpro inhibitor	BoNT A protease	VHR inh abs	PrPC surface inh	Anthrax LF inh2	PriA SSB inh	Rv3671c inh	BoNT F protease	CCHF vOTU inh	MazF activator
CCCn1c(SCC(=O)NCc2ccccc2)nnc1-c1ccncc1	0	-0.1	-8	-2	0	-19	8	1	-2	2
Cc1ccc(S(=O)(=O)NC23CC4CC(CC(C4)C2)C3)cc1	/	-0.3	/	6	-12	-16	1	-6	9	3
COc1cccc(NC(=O)CN2C(=O)NC(C)(CCC(C)C)C2=O)c1 (centres undefined)	0	0.2	21	-2	1	-12	-8	-5	-10	7
CC(=O)NCC1(c2ccccc2)CCN(CCCC(=O)c2ccc(F)cc2)CC1	/	0.0	/	1	4	/	/	8	-3	5
COc1ccc([N+](=O)[O-])cc1NC(=S)Nc1ccccc1	-5	0.1	37	-14	-2	-8	-7	4	9	9
CCOC(=O)C1=C(O)CSC1=Nc1ccc(Cl)cc1	3	-1.3	-2	1	-1	-22	0	-1	-6	-2
CC(C)(C)c1ccc(COC(=O)CN2C(=O)NC3(CCCC3)C2=O)cc1	/	0.2	/	0	13	-3	-10	12	15	5
OC(c1ccccc1)(c1ccc(Cl)cc1)C1CN2CCC1CC2 (centres undefined)	5	?	18	-13	0	0	-2	?	4	-3
O=C(CSc1nnc(CNC(=O)c2cccs2)o1)NCc1ccc(F)cc1	-1	-0.6	15	-6	-1	-14	3	-6	5	5
COc1cc(F)ccc1-c1csc(C(O)c2ccc(F)c(F)c2)n1 (centres undefined)	/	-0.8	/	-1	-3	/	/	0	12	/
COC1=C(Nc2ccc(O)cc2)C(=O)c2ccccc2C1=O	9	-1.5	4	-26	-5	46	-32	-9	40*	3
CCc1nn(C)c(-c2n[nH]c(=S)n2N)c1Cl	3	-0.1	10	-1	-1	2	3	-3	22	10

Results in BoNT A protease, Anthrax LF inh2 and CCHF vOTU inh (4 entries from above):
Compound,BoNT A protease,Anthrax LF inh2,CCHF vOTU inh
CCc1nn(C)c(-c2n[nH]c(=S)n2N)c1Cl,-0.1,-1,22
Cc1ccc(S(=O)(=O)NC23CC4CC(CC(C4)C2)C3)cc1,-0.3,-12,9
CCCn1c(SCC(=O)NCc2ccccc2)nnc1-c1ccncc1,-0.1,0,-2
OC(c1ccccc1)(c1ccc(Cl)cc1)C1CN2CCC1CC2 (centres undefined),?,0,4

The listing continues.
SMILES	3CLpro inhibitor	BoNT A protease	VHR inh abs	PrPC surface inh	Anthrax LF inh2	PriA SSB inh	Rv3671c inh	BoNT F protease	CCHF vOTU inh	MazF activator
CN(Cc1ccccc1)C(=O)c1csc([C@@H]2C[C@H](O)[C@@H](CO)O2)n1	/	0.2	/	-2	2	/	/	-2	-4	/
O=C(Nc1ccc2c(c1)CCC2)c1ccccc1Br	4	0.1	35	4	-4	-17	2	4	8	7
Cc1cccc(C(=O)Nc2cccc(OCC(=O)O)c2)c1	6	0.5	18	6	1	0	1	-4	-8	-3
Cn1c(N)c(C(=O)COC(=O)c2ccc(Cl)nc2)c(=O)n(C)c1=O	-2	-0.6	7	6	-7	-8	0	-6	-8	12
CC(C)(C)C(=O)/C=c1\[nH]c(=O)/c(=C\c2ccc(F)cc2)s1	3	0.0	22	6	-2	/	-4	-3	20	4
CCOC(=O)N1CCC(n2c(SCC(=O)Nc3nccs3)nc3ccsc3c2=O)CC1	1	-0.3	22	3	-4	-14	2	0	-5	-1
O=C(NCc1ccc(F)cc1)C1CCN(S(=O)(=O)N2CCCCC2)CC1	4	-0.3	3	2	-1	-7	-12	-6	8	-8
CCC1CCCCN1Cc1nc(Cc2ccccc2Cl)no1 (centres undefined)	-2	0.7	21	-4	-7	-27	9	1	-6	-2
CN(C)CCN1C(=O)NC(C)(c2ccc([N+](=O)[O-])cc2)C1=O (centres undefined)	3	0.2	-4	-6	-8	2	-9	1	-2	4
COc1ccc(C(C)=O)cc1CSc1nc2ccccc2c(=O)n1-c1ccccc1C	4	0.9	-4	-9	0	8	-23	5	-17	-17
Cc1cc(Nc2ccc(Cl)cc2)nc(N)n1	-1	1.2	20	4	-4	-3	0	0	-6	3
CCOC(=O)c1cnc(-n2nc(C)cc2C)nc1Oc1ccc(C#N)cc1	-1	1.9	-3	3	-11	-4	4	?	-17	5
Cc1ccc2c(c1)sc1nc(=O)n(-c3ccc(Cl)cc3)c(=O)n12	-3	-0.1	13	-1	0	-16	-10	3	-4	6
C=CCOc1ccc(/C=C/C(=O)OCC(=O)N2CCC(c3ccccc3)=N2)cc1	/	0.1	/	-1	-5	-1	2	1	9	-4
CCOC(=O)c1c(NC(=O)CSc2nnc(-c3c[nH]c4ccccc34)n2CCOC)sc2c1CCCCC2	0	-0.8	-7	-11	2	0&-8	-11	-2	17	-12
O=C(Cc1ccccc1F)Nc1ccc(SC(F)F)cc1	-3	-0.5	-4	8	0	-5	-15	0	0	1
COc1ccc(OC)c(C2=NOC(C(=O)NCc3cccnc3)C2)c1 (centres undefined)	0	0.4	10	2	-2	1	2	8	-7	-2
O=C(CCn1cnc2ccccc2c1=O)Nc1cccc(Cl)c1	-4	-0.2	-4	-1	0	-2	-5	-20	22	3
COc1cccc(N2C(=O)CC(Nc3ccc(N4CCOCC4)cc3)C2=O)c1 (centres undefined)	0	-1.5	30	/	-6	21	-4	-12	/	-4
CCCc1ccc(C(=O)NNc2ccccc2F)cc1	-1	-0.1	5	22	-3	-5	-2	-10	-2	0
COc1cc2[nH]c(=O)n(CCC(=O)N3CCN(Cc4ccccc4)CC3)c(=O)c2cc1OC	-2	0.4	1	3	-7	7	-1	-3	3	5
CCC(C(=O)NCCCN1CC(C)CC(C)C1)n1ncn2c(cc3occc32)c1=O (centres undefined)	-3	0.0	58*	-5	-2	-13	1	9	-5	8
CCc1ccc(NC(=O)c2cc(S(=O)(=O)N3CCCC3)ccc2F)cc1	/	0.1	/	10	4	/	/	-3	-4	-4
O=C(O)CCCNS(=O)(=O)c1ccc2c(c1)OCCCO2	1	-0.2	17	-4	-4	-4	3	4	-11	0
COc1ccccc1/C=C/C(=O)NCCC1=CCCCC1	8	0.0	-3	5	-1	-22	-2	1	5	2
CCOCCCN1CC(C(=O)NCCc2ccc(C)cc2)CC1=O (centres undefined)	6	-0.5	7	-3	4	-12	-6	3	-8	0
CC(=O)Nc1ccc(/C=N/OCC(=O)Nc2ccc(C)cc2)cc1	-2	-0.6	-3	-1	1	/	-9	-4	-5	-2
Cc1cc(O)c(C2(O)C(=O)Nc3cc(Br)ccc32)cc1C (centres undefined)	-2	-3.2	24	2	-23	1	-9	8	-4	-8
Cc1ccccc1C(=O)Oc1ccc(Sc2ccc(O)cc2)cc1	7	/	25	5	/	/	-7	/	12	/
C/C(=N/NC(=O)CSc1nc2ccccc2n1C)c1ccc(O)cc1	0	-0.1	16	4	-4	/	-4	-4	6	15
CCNC(=O)C1(C)CCCN(Cc2cc(-c3ccccc3)n(C)n2)C1 (centres undefined)	/	-0.7	/	-9	-1	/	/	-10	7	/
Cc1ccc(C(=O)Nc2cccc(NC(=O)c3cccnc3)c2)cc1	-2	-0.9	16	8	-4	-7	1	8	-2	1
COC(=O)c1cc(-c2ccc(OC)c(OC)c2)c2c(=O)[nH]c(=O)n(C)c2n1	-2	0.1	2	-9	-1	1	-4	3	1	-5
Cc1ccc(CN2C(=O)CCC2C(=O)NC(C)C)cc1 (centres undefined)	-2	0.3	-15	6	3	-17	9	-2	14	0
CCOC(=O)CSc1nc2cc(C(=O)N3CCCC3)ccc2c(=O)n1Cc1ccccc1	1	-0.1	-8	14	2	-11	0	0	-6	3
O=C(C1CCCN(CCCc2ccccc2)C1)N1CCCCC1 (centres undefined)	-1	0.7	-7	-11	1	0	-5	15	-6	3
COc1ccc(/C=N/NC(=O)c2cccc(NC(C)=O)c2)c(OC)c1	0	1.9	12	-5	-2	/	-9	10	7	3
Cc1cc(C(=O)CSc2nc3ccc(Cl)cc3[nH]2)c(C)n1Cc1ccco1	/	1.9	/	11	-4	0	-5	5	0	2
CCOC(=O)CN(C(=O)CNC(=O)c1ccco1)C(C(=O)NC1CCCC1)c1ccccc1OCC (centres undefined)	-1	0.5	22	-4	0	-9	2	3	10	-5
COc1ccccc1NC(=S)NC(=O)Cc1ccc(Cl)cc1	3	-2.0	9	1	-11	-8	2	-16	-8	-14
Cc1ccc(CNC(=O)CCC2CCCN(Cc3cccc4cccnc34)C2)o1 (centres undefined)	6	2.6	-12	-11	-7	-7	-1	-12	-6	-4
Cc1ccc(NC(=O)NCCCN2CCCC2=O)cc1C	2	-2.2	-2	2	-6	-10	4	3	7	0
CCOC(=O)Cc1csc(NS(=O)(=O)c2cccc([N+](=O)[O-])c2)n1	3	-2.2	14	-7	7	-8	6	?	11	5
Cc1ccccc1N/N=C/c1ccc(C#N)cc1	2	-0.2	-2	10	-2	/	-9	-2	-8	-3
COc1cccc(NC(=O)CNC(=O)Cn2cnc3sc4c(c3c2=O)CCCC4)c1	0	-1.4	25	3	0	-5	-4	-2	17	8
CC1CCCN(CC(=O)Nc2ccc(S(=O)(=O)N3C(C)CCCC3C)cc2)C1 (centres undefined)	/	-0.4	/	5	1	/	/	2	2	2
C=CCNC(=S)Nc1ccc2nc(C)oc2c1	-2	-0.8	12	1	-1	4	2	-2	11	3
Cc1ccc(NC(=O)c2ccccn2)c(Br)c1	4	0.1	-11	-9	2	-22	-8	-8	4	-6
O=C(COC(=O)C1CCC(=O)N1)Nc1ccc(Cl)cc1Cl (centres undefined)	-1	0.7	28	6	0	5	8	7	8	4
CCOc1ccccc1C1CC(c2ccc(Br)cc2)Nc2nc(N)nn21 (centres undefined)	-1	-0.4	-14	-2	-6	-4	-8	-2	1	6
COc1ccc(NC(=O)C2CCCN2S(=O)(=O)c2cccc3cccnc23)cc1OC (centres undefined)	2	0.1	8	2	2	-1	-4	0	-7	11
CCn1c(Cc2cccs2)nnc1SCC(=O)NC1CC1	-1	-6.7	14	1	0	20	4	-15	-2	-1
Cc1ccc(OC(=O)N2CCOCC2)cc1	0	0.1	9	0	-2	-8	-3	3	3	4
COc1ccc(-c2c(-c3ccsc3)oc3c2C(O)CCC3)cn1 (centres undefined)	/	0.0	/	-7	-11	/	/	3	-16	/
COc1ccc(CN(C(=O)c2ccco2)c2ccc(Br)cc2)cc1OC	2	0.4	8	5	0	-18	-2	0	6	2
CCn1cc(C(=O)Nc2ccccc2C(=O)OC)cn1	/	2.8	/	-5	2	-11	-1	?	9	-1
Cc1ccc(-c2cc(C(=O)N(C)Cc3cnn(C)c3C)c3cc(Br)ccc3n2)cc1	4	1.6	5	75*	-1	11	2	-11	7	-6

This is a subset; count on the stated rates, not on these rows.
